Assay outcomes deposited in PubChem BioAssay by The Scripps Research Institute Molecular Screening Center.
mABHD4 FP: ABHD4 inhibitors, primary screen, biochemical, fluorescence polarization, mouse; inhibition, % at 8.92 µM; (Lyso)-N-acylphosphatidylethanolamine lipase (Mus musculus), Q8VD66; 370,000 tested, 0.54% active; purified mABHD4, FP-Rh probe fluorescence polarization; AID 720543, 2013;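 active = inhibition exceeding the mean over every tested compound plus 3 SD, cut at about 30% in these data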;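 also: 0% = plate median of compound wells and 100% = S159A mutant with DMSO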
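Material: mouse ABHD4 enzyme, wild type; Benchmarks: S159A mutant high control, sample median low control; Buffer or medium: HEPES pH 7.0, NaCl, Pluronic buffer; Signal: fluorescence polarization; Read-out: percent inhibition of probe binding, normalized to plate controls; Timing: pre-incubation 45 min, probe exposure 60 min, at 25 °C; Dosing: 8.92 µM, single dose.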
PG9 Ab binder: binders of HIV-1 gp120 antibody PG9, primary screen, biochemical, TR-FRET; TR-FRET gp120-PG9 antibody binding; inhibition, % at 6.7 µM; 360,000 tested, 0.43% active; AID 624416, 2012; in the data active = inhibition above about 8.5%
HTRA1 inhibitor: HTRA1 serine protease inhibitors, primary screen, biochemical, fluorescence polarization, HTS; 340,000 tested, 0.5% active; inhibition, % at 5.96 µM; AID 504803, 2011; recombinant HTRA1, FP-rhodamine activity-based probe; Q92743; in the data active = inhibition above about 36%;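 also: 0% = enzyme with DMSO and 100% = wells lacking enzyme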
TDP2 inh: human TDP2 enzyme inhibitors, primary screen, biochemical, epi absorbance, recombinant enzyme. Tyrosyl-DNA phosphodiesterase 2 (Homo sapiens), O95551. T5PNP hydrolysis, p-nitrophenol absorbance 415 nm. inhibition, % at 12.8 µM. 370,000 tested, 0.34% active;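 active = inhibition above the mean of all tested compounds plus 3 SD, set per campaign, cut at about 25% in these data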;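 also: 0% = DMSO with enzyme and 100% = buffer with substrate but no TDP2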
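Test system: human TDP2 enzyme; Input: 120 nM TDP2 per well; Buffer or medium: Mg2+-containing Tris-HCl buffer, pH 7.5; Reagent: 5 mM T5PNP; Dosing: 12.8 µM single point, 1% DMSO; Incubation: reaction 2 h, 37 °C; Detection: p-Nitrophenol epi absorbance; Read-out: % inhibition relative to enzyme-containing and enzyme-free wells; Replicates: single well per compound.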
PRMT1 FP inh: PRMT1 methyltransferase inhibitors, primary screen, biochemical, fluorescence polarization; Protein arginine N-methyltransferase 1 (Homo sapiens), Q99873; recombinant PRMT1, activity-based probe fluorescence polarization; inhibition, % at 2.79 µM; 370,000 tested, 1.3% active; AID 652257, 2013;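 active = inhibition above about 21% made by adding two undisclosed values, limit read from the data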
UHRF1 MBD2 ctr: UHRF1 methylated DNA binding inhibitors, primary screen, counter-screen for MBD2 inhibitor project, biochemical, TR-FRET, human UHRF1, single concentration; inhibition, % at 4.4 µM; E3 ubiquitin-protein ligase UHRF1 (Homo sapiens), Q96T88; UHRF1 binding to methylated oligo; 370,000 tested, 0.75% active; AID 687016, 2013; in the data active = inhibition above about 21%;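 also: UHRF1 SRA domain binding a hemimethylated CpG hairpin DNA probe; 0% = median of test compound wells and 100% = reference inhibitor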
Target sequence (Q96T88 whole entry, looked up, the tested form may be a part): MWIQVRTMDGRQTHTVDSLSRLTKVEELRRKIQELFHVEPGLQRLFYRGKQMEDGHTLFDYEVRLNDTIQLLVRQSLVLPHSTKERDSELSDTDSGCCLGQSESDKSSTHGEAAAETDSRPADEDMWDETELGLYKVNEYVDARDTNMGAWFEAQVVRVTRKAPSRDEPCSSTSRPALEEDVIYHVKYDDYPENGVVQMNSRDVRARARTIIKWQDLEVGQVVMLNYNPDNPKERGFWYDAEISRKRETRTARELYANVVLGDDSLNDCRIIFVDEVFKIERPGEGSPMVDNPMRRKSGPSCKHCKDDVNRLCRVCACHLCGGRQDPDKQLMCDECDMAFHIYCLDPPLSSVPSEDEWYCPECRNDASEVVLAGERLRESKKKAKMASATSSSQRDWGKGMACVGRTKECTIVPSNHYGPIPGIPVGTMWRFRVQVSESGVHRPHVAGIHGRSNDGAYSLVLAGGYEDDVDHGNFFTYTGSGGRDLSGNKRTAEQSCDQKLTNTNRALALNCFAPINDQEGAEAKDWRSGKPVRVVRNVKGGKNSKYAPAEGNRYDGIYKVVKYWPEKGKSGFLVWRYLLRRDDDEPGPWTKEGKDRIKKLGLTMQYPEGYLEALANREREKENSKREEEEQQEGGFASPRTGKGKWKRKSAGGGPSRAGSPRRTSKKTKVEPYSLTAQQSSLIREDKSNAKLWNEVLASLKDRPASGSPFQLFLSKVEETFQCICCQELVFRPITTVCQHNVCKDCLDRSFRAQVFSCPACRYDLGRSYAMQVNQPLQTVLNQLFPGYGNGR
LEDGF integ inh: blockers of LEDGF/p75-dependent integrase strand transfer – biochemical, TR-FRET, high throughput, primary screen; HIV-1 integrase (with human LEDGF/p75); TR-FRET IN-LEDGF/p75 DNA integration, Eu/Cy5; inhibition, % at 3.7 µM; 370,000 tested, 0.64% active;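 active = inhibition above the screen-wide mean plus 3 SD, cut at about 13% in these data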;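 also: signal is the Cy5 over europium emission ratio at 671 and 618 nm; 0% = plate median of compound wells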
SIAE inh: human SIAE inhibitors, primary screen, biochemical, fluorescence polarization, FP-Rh probe, 1536-well HTS | Sialate O-acetylesterase (Homo sapiens), Q9HAT2 | SIAE FP-Rh probe binding | inhibition, % at 9.66 µM | 370,000 tested, 0.69% active | AID 1053197, 2014;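 active = inhibition above a cutoff: mean of compounds within the control limits plus 3 SD of those, cut at about 17% in these data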;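 also: 0% = plate median of compound wells and 100% = probe without SIAE protein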
TCR-CD3 inh: inhibitors of human TCR-CD3 interaction, primary screen, biochemical, fluorescence, TAMRA-labeled TCR probe; 360,000 tested, 0.37% active; T-cell receptor (TCR); inhibition, % at 9.4 µM; AID 651800, 2012; in the data active = inhibition above about 19%;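 also: recombinant mutant TCR 2C K166C tagged with TAMRA read by polarization; 0% = receptor in buffer alone and 100% = receptor with positive control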
DDE Tn7 FP inh: inhibitors of Tn7 peptide binding to fibrin DD(E), primary screen, biochemical, fluorescence polarization, human fibrin, Tn7 probe | Fibrinogen beta chain (Homo sapiens), P02675 | FP displacement of FITC-Tn7 peptide from fibrin DD(E); 0% = median of compound wells per plate | inhibition, % at 8.3 µM | 370,000 tested, 0.13% active | AID 720508, 2013;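 active = inhibition above the mean of compounds falling within the control limits plus 3 SD of them, cut at about 14% in these data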;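 also: 0% = plate median of compound wells and 100% = 10 µM Aha-Tn7 peptide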
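assay system = human clot-derived fibrin DD(E) complex | quantity = Fibrin-DD(E) at 2 µM final | timing = 10 min preincubation, 3 h with tracer, room temperature | signal = fluorescence polarization | measure = percent inhibition | benchmarks = high control wells with 10 µM unlabelled Aha-Tn7 peptide (full inhibition) | replicates = singlicate testing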
Starred values were filed as active, the others as inactive; x = not tested or not shown. A portion of the library; count on the stated rates, not on these rows.

SMILES | mABHD4 FP | PG9 Ab binder | HTRA1 inhibitor | TDP2 inh | PRMT1 FP inh | UHRF1 MBD2 ctr | LEDGF integ inh | SIAE inh | TCR-CD3 inh | DDE Tn7 FP inh
COc1cc2oc(=O)c(CC(=O)N3C[C@H]4C[C@@H](C3)c3cccc(=O)n3C4)c(C)c2cc1Cl | 0 | 0.8 | 2 | -17 | 1 | -1 | -3 | 4 | 0 | 1
CCCCn1c(O)c(C(C)=Nc2c(C)n(C)n(-c3ccccc3)c2=O)c(=O)[nH]c1=O | 11 | -0.8 | -6 | 10 | -1 | -3 | 2 | 2 | -4 | -3
COc1ccccc1Sc1ccccc1CC(C)N (stereo unspecified) | 1 | 0.3 | 7 | 12 | 0 | 6 | -2 | -1 | 2 | 9
COC(=O)C1=C(c2ccccc2)C[C@@H]2CC[C@H]1N2C(=O)NCCNC(C)=O | -7 | 0.9 | -9 | -4 | 5 | 2 | -1 | 4 | -1 | -3
O=C(CNC(=O)OCc1ccccc1)NC(Cc1ccccc1)P(=O)(Oc1ccccc1)Oc1ccccc1 (stereo unspecified) | 6 | x | x | 5 | 1 | -3 | -1 | 8 | x | -2
CCOC(=O)C(O)(c1ccc(N=c2ccccn2C)cc1)C(F)(F)F (stereo unspecified) | 1 | 0.8 | 6 | 0 | 2 | 2 | 1 | 3 | -1 | -6
CN(C)c1ccc(/C=C2/C(=O)NC(=O)N(CCc3ccc(F)cc3)C2=O)cc1 | -6 | -1.4 | -11 | 3 | 11 | -1 | -3 | -37 | -41 | 3
CN(C)Cc1c[nH]c2ccccc12 | -1 | -0.7 | 7 | -2 | -5 | -2 | 0 | 0 | -6 | -7
Cn1cccc1/C=C1/C(=O)NC(=O)N(C(C)(C)C)C1=O | 6 | -0.9 | 7 | 4 | 20 | -4 | 5 | 2 | 9 | -6
CC1(C)OC1COc1c2occc2cc2ccc(=O)oc12 (stereo unspecified) | 1 | -1.0 | 5 | 2 | 0 | -1 | 0 | 3 | -8 | 0
Cc1cccc(CNCCc2c[nH]c3ccccc23)c1 | 4 | -2.5 | 7 | -7 | 0 | 1 | 7 | 9 | 6 | -2
COc1ccc(OC)c(NP(=O)(Oc2ccccc2)Oc2ccccc2)c1 | -15 | -3.1 | -22 | -26 | -2 | 1 | 11 | -7 | 3 | -1
COC(=O)C1=C(c2cccc(OC)c2OC)C[C@@H]2CC[C@H]1N2C(=O)NCCNC(C)=O | 3 | -1.8 | 4 | 9 | -3 | -4 | -1 | 2 | -4 | 0
Cc1cc(Oc2ccc(C(F)(F)F)cc2[N+](=O)[O-])c2c3c(c(=O)oc2c1)CCC3 | -6 | -2.0 | -1 | 18 | -3 | -3 | 0 | 3 | -4 | 0
CCC(=O)N1CC(=O)Nc2ccc(F)cc2C1c1ccccc1 (stereo unspecified) | -4 | 1.0 | 2 | -7 | 0 | 3 | 0 | 5 | -4 | 0
COCCCN1Cc2ccccc2C1=N | 3 | 1.1 | 0 | 6 | -2 | 2 | -2 | 3 | 0 | 7
COC(=O)c1c(C)n(Cc2ccc3c(c2)OCO3)c2ccc(O)cc12 | 4 | 0.2 | -5 | -12 | 1 | 2 | 0 | 2 | -9 | -7
O=C(N/N=C1/CN2CCC1CC2)c1cccc(O)c1 | 2 | 0.5 | -6 | -1 | -2 | 5 | 2 | -2 | 6 | -2
C[C@@H]1CN([C@H](C)CO)C(=O)CCCn2nncc2CO[C@H]1CN(C)C(=O)Oc1ccc2ccccc2c1 | 0 | -1.0 | 5 | 12 | -5 | 1 | -1 | 4 | 0 | 0
Cc1cc(C=C2C(=O)N(C)C(=O)N(C)C2=O)c(C)n1-c1ccccc1 | 3 | -1.2 | 0 | 1 | 1 | -1 | -1 | 0 | 7 | -3
N#Cc1ccc(NC(=O)CN2CCCCCC2)cc1Cl | 2 | -1.7 | -22 | 2 | -4 | 1 | -3 | -7 | 7 | 3
O=C(NCCN1CCC2(CC1)C(=O)NCN2c1ccccc1)c1cc(C(F)(F)F)ccc1C(F)(F)F | 11 | 0.2 | x | 4 | 3 | 4 | 0 | 4 | 10 | -1
CCn1cc(C=C2C(=O)NC(=O)NC2=O)c2ccccc21 | -3 | 0.4 | 5 | 28* | 10 | -8 | -1 | -44 | -5 | 5
CCOC(=O)c1cc(CC)sc1/N=C/c1c(O)[nH]c(=S)[nH]c1=O | -15 | 0.6 | -6 | 6 | 81* | 0 | 1 | -34 | -24 | 4
COC(=O)N(c1ccc(OC)cc1)P1(=S)OCCC(C)O1 (stereo unspecified) | 4 | 1.1 | 6 | -1 | 12 | 7 | 1 | 1 | 0 | -2
O=C1NC(=O)N(CCNc2ncc(C(F)(F)F)cc2Cl)C(=O)C1Cc1ccc(Cl)cc1 (stereo unspecified) | -3 | -1.8 | -10 | 11 | 2 | -1 | 0 | 5 | 0 | 5
CCOC(=O)[C@]12Cc3ccc(C)cc3[C@H]1N(C1CCCCC1)C(=O)c1ccccc12 | 0 | -3.0 | x | -4 | 0 | -1 | 1 | 4 | 7 | -8
Cc1c(C=O)c2ccccc2n1Cc1ccccc1F | -16 | -0.2 | -6 | -9 | 10 | 8 | 0 | -9 | -5 | -6
CC(CC(C)(C)N1CC1)=NNC(=O)Nc1cccc2ccccc12 | 1 | -0.7 | -1 | 3 | 0 | -10 | 0 | 7 | 1 | 5
Cc1cccc(-n2c(O)c(C)c(=O)[nH]c2=S)c1 | 6 | -0.2 | -6 | -2 | 8 | 1 | 3 | 12 | 2 | -7
CCOC(=O)c1cc2c(cn1)[nH]c1ccccc12 | -10 | 0.2 | -2 | -6 | -3 | 3 | -1 | -2 | -6 | 2
N#CC(C#N)=NNc1ccc(S(N)(=O)=O)cc1 | 27 | -2.8 | 6 | -1 | 0 | -2 | 3 | -20 | 6 | -11
O=Cc1cn(Cc2ccccc2[N+](=O)[O-])c2ccccc12 | 3 | -4.7 | -1 | 2 | -2 | -3 | 1 | 1 | 7 | -4
COc1ccc(NC(=O)c2cn(CCC#N)nc2-c2ccc(OC)c(OC)c2)cc1 | 2 | 0.3 | 10 | -5 | -1 | 4 | 5 | -1 | 1 | -4
ClC1=CCC2CN(CCN3CCCCC3)CC2C1 (stereo unspecified) | 2 | 1.9 | 0 | -10 | 0 | 2 | -1 | 3 | -3 | -7
CC(C)c1cccc(C(C)C)c1O | -9 | 1.2 | 1 | -7 | -5 | 3 | 2 | 5 | -6 | 3
CN=C1CN(O)C(c2ccccc2)c2cc(Cl)ccc2N1 (stereo unspecified) | 2 | 0.5 | 3 | 4 | -1 | -3 | 3 | 0 | 4 | -1
CCCCCCn1c(O)c(C(C)=NC)c(=O)[nH]c1=O | 4 | -1.6 | 1 | -1 | -2 | 6 | -2 | 2 | -2 | 0
COc1ccc(C(O)CNC(C)C)c(F)c1OC (stereo unspecified) | 3 | -0.8 | -3 | 0 | -2 | 0 | -1 | -4 | 9 | -2
CN(C)C(=O)Oc1ccc2c(c1)O/C(=C\c1ccc(Cl)cc1)C2=O | -1 | -1.6 | -4 | -16 | -3 | 0 | 2 | 4 | -2 | -8

Arranged by SMILES length (descending): part of the list above.
SMILES | mABHD4 FP | PG9 Ab binder | HTRA1 inhibitor | TDP2 inh | PRMT1 FP inh | UHRF1 MBD2 ctr | LEDGF integ inh | SIAE inh | TCR-CD3 inh | DDE Tn7 FP inh
COc1ccc(NC(=O)c2cn(CCC#N)nc2-c2ccc(OC)c(OC)c2)cc1 | 2 | 0.3 | 10 | -5 | -1 | 4 | 5 | -1 | 1 | -4
CN(C)C(=O)Oc1ccc2c(c1)O/C(=C\c1ccc(Cl)cc1)C2=O | -1 | -1.6 | -4 | -16 | -3 | 0 | 2 | 4 | -2 | -8
O=Cc1cn(Cc2ccccc2[N+](=O)[O-])c2ccccc12 | 3 | -4.7 | -1 | 2 | -2 | -3 | 1 | 1 | 7 | -4
CN=C1CN(O)C(c2ccccc2)c2cc(Cl)ccc2N1 (stereo unspecified) | 2 | 0.5 | 3 | 4 | -1 | -3 | 3 | 0 | 4 | -1
COc1ccc(C(O)CNC(C)C)c(F)c1OC (stereo unspecified) | 3 | -0.8 | -3 | 0 | -2 | 0 | -1 | -4 | 9 | -2
CC(C)c1cccc(C(C)C)c1O | -9 | 1.2 | 1 | -7 | -5 | 3 | 2 | 5 | -6 | 3

Going on with the list:
SMILES | mABHD4 FP | PG9 Ab binder | HTRA1 inhibitor | TDP2 inh | PRMT1 FP inh | UHRF1 MBD2 ctr | LEDGF integ inh | SIAE inh | TCR-CD3 inh | DDE Tn7 FP inh
NC12CN3CN(CN(C3)C1)C2 (tested in a mixture with another compound) | 4 | 0.2 | 0 | -5 | 1 | 0 | 1 | 0 | 4 | -4
O=C1NC(=S)NC(=O)C1=Cc1cccn1-c1ccc(O)cc1 | 29 | -0.7 | 20 | -3 | 42* | 32* | 33* | 8 | 6 | -3
Cc1sc2ncnc(N3CCC(C(=O)Nc4ccc(C#N)c(Cl)c4)CC3)c2c1C | 3 | -1.2 | -67 | -19 | -1 | -1 | 4 | -7 | -8 | -3
CC(C)c1ccc(N2C(=O)NC(=O)/C(=C\c3cnc(-c4ccccc4)nc3)C2=O)cc1 | 1 | -1.3 | -3 | 5 | 7 | 15 | -1 | -13 | 2 | -9

Given tab-delimited: two of the compounds above
structure	mABHD4 FP	PG9 Ab binder	HTRA1 inhibitor	TDP2 inh	PRMT1 FP inh	UHRF1 MBD2 ctr	LEDGF integ inh	SIAE inh	TCR-CD3 inh	DDE Tn7 FP inh
O=C1NC(=S)NC(=O)C1=Cc1cccn1-c1ccc(O)cc1	29	-0.7	20	-3	42*	32*	33*	8	6	-3
Cc1sc2ncnc(N3CCC(C(=O)Nc4ccc(C#N)c(Cl)c4)CC3)c2c1C	3	-1.2	-67	-19	-1	-1	4	-7	-8	-3
